TrxR1 substrate: rat thioredoxin reductase 1 substrate activity | O89049 | purified TrxR1 substrate turnover, NADPH consumption readout | Potency, µM (top dose mostly 114 µM), for the others: at the top dose activity change, negative = substrate turnover | 390,000 compounds, 0.01% hits; further: potency means the concentration at half of the fitted maximal effect; on the % scale 0 is the no-effect control and ±100 the full control effect; nearly all actives have a fitted effect of over 50% in size
Target sequence (O89049 whole entry, looked up): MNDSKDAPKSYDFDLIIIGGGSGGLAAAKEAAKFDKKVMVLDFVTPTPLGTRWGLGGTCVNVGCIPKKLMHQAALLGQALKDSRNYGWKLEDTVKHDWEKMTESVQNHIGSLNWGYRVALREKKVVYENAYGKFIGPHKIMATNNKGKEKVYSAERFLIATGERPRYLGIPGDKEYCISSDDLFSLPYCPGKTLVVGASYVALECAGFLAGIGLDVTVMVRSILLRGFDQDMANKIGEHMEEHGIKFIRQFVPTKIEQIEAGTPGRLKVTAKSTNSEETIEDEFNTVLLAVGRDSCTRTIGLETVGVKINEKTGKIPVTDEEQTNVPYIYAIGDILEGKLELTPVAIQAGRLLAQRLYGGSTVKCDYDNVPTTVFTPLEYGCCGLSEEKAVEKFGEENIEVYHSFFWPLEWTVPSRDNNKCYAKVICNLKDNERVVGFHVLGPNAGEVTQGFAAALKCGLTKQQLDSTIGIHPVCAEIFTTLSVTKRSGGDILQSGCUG
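Rat TrxR1, dispensed at 90 nM, was prereduced with 400 uM NADPH (final) for 5 min at ~22 deg C, then incubated with compound 15 min before 400 uM selenite. A first-read NADPH fluorescence drop versus no-compound background flagged substrates.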
USP1 inh: inhibitors of human USP1/UAF1 deubiquitinase | Potency, µM (titrated, usually from 57.1 µM), for inactives: at the highest dose activity change, negative = inhibition, most hits filed as inhibitors | O94782 | 390,000 compounds, 0.23% hits | recombinant USP1/UAF1, Ub-Rhodamine cleavage fluorescence; further: potency means the concentration at half of the fitted maximal effect; on the % scale 0 is the no-effect control and ±100 the full control effect; nearly all actives have a fitted effect of over 60% in size; inactives centre near -12
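In this screen, compounds sit with the deubiquitinase complex (1nM) for 15 min at room temperature before Ub-Rho is added at 150nM final. Fluorescence rise is then followed for 6 reads every 60 seconds.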
rTrxR1 inhibitor: blocks rat thioredoxin reductase 1 | recombinant rTrxR1, NADPH fluorescence consumption, selenite substrate | Potency, µM (highest dose often 114 µM), without a hit: top-dose activity change, negative = inhibition, hits mostly inhibitors | O89049 | 390,000 compounds, 1% hits; further: potency means the concentration at half of the fitted maximal effect; on the % scale 0 is the no-effect control and ±100 the full control effect; nearly all actives have a fitted effect of over 65% in size
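Rat TrxR1 (90 nM in the dispensed reagent) was pre-reduced with 400 uM NADPH for 5 min at room temperature, then incubated with compound for 15 min. After 400 uM selenite was added, NADPH fluorescence (Ex 340/Em 450 nm) was followed for 8 min.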
PI4K2A inh: inhibitors of human PI4K2A; purified PI4K2A, ADP-Glo luminescence, 1 h; hits give low values; 420,000 compounds, 0.13% hits; Q9BTU6; activity change, negative = inhibition, % at 76.9 µM; in the data active means activity change below about -50%; inconclusive means mostly about -30% to -49%;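 further: -100% = wells without enzyme as full effect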
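Compounds are screened against recombinant PI4K2A using PI as substrate and ATP, the latter dispensed at 300 microM. Reactions run one hour at ambient temperature before ADP-Glo detection; full inhibition defined by wells lacking enzyme.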
IDH1 R132H inh: human IDH1 R132H inhibition; 390,000 compounds, 0.093% hits; O75874; Potency, µM (series often up to 76.6 µM), for the others: at the top dose activity change, negative = inhibition, hits mostly inhibitors; IDH1-R132H enzyme, NADPH consumption, diaphorase/resazurin fluorescence; further: potency means the concentration at half of the fitted maximal effect; on the % scale 0 is the no-effect control and ±100 the full control effect; nearly all actives have a fitted effect of over 65% in size
Target sequence (O75874 whole entry R132H, stated change not applied): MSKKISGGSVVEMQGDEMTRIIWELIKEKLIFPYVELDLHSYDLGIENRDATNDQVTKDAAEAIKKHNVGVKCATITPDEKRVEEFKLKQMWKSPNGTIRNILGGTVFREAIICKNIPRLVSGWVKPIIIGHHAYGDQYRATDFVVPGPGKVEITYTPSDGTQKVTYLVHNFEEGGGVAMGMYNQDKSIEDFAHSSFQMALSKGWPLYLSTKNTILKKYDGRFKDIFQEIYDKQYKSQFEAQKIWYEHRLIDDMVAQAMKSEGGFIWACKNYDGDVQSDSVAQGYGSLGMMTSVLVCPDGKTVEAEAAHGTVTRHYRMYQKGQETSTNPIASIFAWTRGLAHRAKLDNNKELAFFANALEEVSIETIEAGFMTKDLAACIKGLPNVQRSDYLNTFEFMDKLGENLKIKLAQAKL
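IDH1-R132H (0.5 ug/mL) preincubated 30 min with compound, then NADPH (0.016 mM) and alpha-KG (2 mM) added; 80 min at RT, pH 7.5. Remaining NADPH coupled via diaphorase/resazurin to fluorescence (540/590 nm); concentration-response curves normalized to no-enzyme control.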
TRHR PAM: allosteric enhancers of human TRH receptor. TRHR cells, fluo-8 calcium fluorescence, EC20 TRH enhancement. enhancement, % at 2 µM. 360,000 compounds, 0.66% hits. P34981; in the data active means enhancement above about 30%; further: 0% is about no effect
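Enhancer read-out: after compound pinning and an initial kinetic agonist-mode read, an EC20 of TRH (10 nM final) was injected and fluo-8 calcium signal (Ex 480/Em 530) followed at 1 s/cycle for 100 cycles in TRHR-expressing cells.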
D2 antag: D2 dopamine receptor (human) antagonism; 340,000 compounds, 2% hits; HEK293 TREx D2 cells, calcium flux, dopamine EC80; inhibition, % at 10 µM; P14416; in the data active means inhibition above about 30%; further: 0% is about no effect
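Read-out: kinetic calcium fluorescence (1 cycle/s) in inducible HEK293 T-REx D2 cells after an EC80 dopamine addition that followed 180 s compound preincubation. Loss of the dopamine response indicates antagonism.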
TRHR ag: activates the human TRH receptor | TRHR cells, calcium flux fluo-8, FDSS agonist mode | AID 493084 | P34981 | activation, % at 2 µM | 360,000 compounds, 0.18% hits; in the data active means activation above about 30%; further: 0% is about no effect
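In this calcium-flux screen, cells bearing human TRHR are dye-loaded with fluo-8, baselined for 10 cycles, then exposed to library compounds; positive kinetic calcium responses during the agonist phase mark hits, with TRH as control.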
D2 ag: activates the human D2 dopamine receptor. P14416. HEK293 T-REx D2 cells, calcium flux agonist mode. activation, % at 2 µM. 340,000 compounds, 0.53% hits. AID 485358;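 active means activation over 3 SD above normal in the single-dose calcium agonist read, cut at about 30% in these data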; further: 0% is about no effect
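HEK293 Trex D2 cells, tetracycline-induced, o/n 30 C 5% CO2; no-wash Ca dye, RT 30–90 min; 10-cycle baseline, 23 nl cpd added, kinetic Ca read 180 s; agonist hits = positive Ca response.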
The depositor's hits bear a star; ? = inconclusive; . = not tested or not shown; [ ] = remark or other dose. Unless noted, the call rests on the fitted dose curve; in most records, active means well fitted inhibition curve with a large enough effect; inconclusive means small, poorly fitted or top-dose-only effect; inactive means no such curve, though single readings can be large or run the other way.

entry	SMILES	TrxR1 substrate	USP1 inh	rTrxR1 inhibitor	PI4K2A inh	IDH1 R132H inh
1	C/C(CCc1ccccc1)=N\NC(=O)CC(=O)NCCc1ccccc1	0%	-26%	8%	-4	5%
2	Cc1ccc(NC(=O)C2CC(=O)N(CCc3ccccc3)C2)cc1Cl (centres undefined)	4%	-15%	24%	0	-11%
3	O=C(Nc1cc(=O)[nH]c(=O)[nH]1)c1cccc(C(F)(F)F)c1	2%	-26%	12%	-2	2%
4	O=C(CN(C1CCCCC1)S(=O)(=O)c1ccccc1)NCC1CCCO1 (centres undefined)	7%[57.1 µM]	-9%	17%[57.1 µM]	6	0%
5	CCCN(CC1CC1)C(=O)CSc1nnc(-c2ccco2)n1N	.	.	.	.	.
6	CC(C)CNC(=O)C(=O)NCC1CCCN1S(=O)(=O)c1cccs1 (centres undefined)	2%	-7%	3%	-1	1%
7	O=C(CSc1nnc(NC(=O)CN2CCOCC2)s1)Nc1ccccc1	6%[57.1 µM]	6%	6%[57.1 µM]	-2	1%
8	Cc1ccc(N2C(=O)N(CC(=O)Nc3cc(C)cc(C)c3)C(=O)C2C)cc1 (centres undefined)	1%	-21%	9%	-2	0%
9	COc1cc(OC)cc(C(=O)NNC(=O)CCc2nc3ccccc3c(=O)[nH]2)c1	3%	-20%	8%	1	-1%
10	Cc1ccc(SCC(=O)OCC(=O)NCCCc2ccccc2)cc1	1%[57.1 µM]	-9%	7%[57.1 µM]	-6	-4%

entry	TRHR PAM	D2 antag	TRHR ag	D2 ag
1	-2	18	-0.3	2.2
2	0	-6	0.5	0.6
3	-1	0	0.3	0.5
4	-3	-8	0.0	-0.7
5	-1	10	0.4	1.2
6	2	9	0.4	0.5
7	-6	-4	0.6	0.5
8	1	.	0.0	.
9	-4	28	-0.1	0.0
10	9	-7	0.0	0.3

Following part.
entry	SMILES	TrxR1 substrate	USP1 inh	rTrxR1 inhibitor	PI4K2A inh	IDH1 R132H inh
11	C[C@@H]1C(=O)OC[C@H]1NC(=O)OCc1ccccc1	5%[57.1 µM]	12%	9%[57.1 µM]	2	-14%
12	CS(=O)(=O)N1CCC(C(=O)Nc2c(F)cccc2F)CC1	6%	-9%	19%	-12	1%
13	CCOC(=O)c1nnc2cc(-c3ccccc3)nn2c1C	-6%	-5%	11%[57.1 µM]	1	1%
14	CN1CCN(c2ccc(S(=O)(=O)N3CCCCC3)cc2NC(=O)/C=C/c2ccc(OC(F)F)cc2)CC1	9%	?	31%	-7	1%
15	CC(C)(C)S(=O)(=O)c1cnc2c(-c3ccc(Cl)cc3)cnn2c1N	25%	-16%	26%	-3	-4%
16	C/C(=N\Nc1nc2ccccc2c(=O)n1O)c1ccco1	-5%	-29%	-8%	4	-7%
17	Cc1ccc(C)c(N2CCN(S(=O)(=O)c3ccc4c(c3)CC(C)N4C(=O)C3CC3)CC2)c1 (centres undefined)	2%	-28%	36%	2	0%
18	Cc1ccc(Cl)cc1NC(=O)c1ccc(Cn2cc(Cl)cn2)cc1	-5%	-24%	-2%	2	0%
19	O=C(COc1ccc(Cl)cc1)NCCC1=CCCCC1	1%	8%	9%	-1	8%
20	O=C(CNC(=O)c1cccs1)OCC(=O)c1cccs1	-2%[57.1 µM]	-11%	7%	12	-1%

entry	TRHR PAM	D2 antag	TRHR ag	D2 ag
11	0	6	0.0	-0.1
12	-3	18	0.5	-1.2
13	0	-2	-0.1	-0.7
14	4	-20	0.1	0.1
15	1	6	0.4	-0.8
16	14	0	-0.2	-1.7
17	-4	-12	0.3	0.0
18	5	-15	-0.5	0.1
19	2	-3	0.0	-0.2
20	13	-4	0.7	0.5

(further entries)
entry	SMILES	TrxR1 substrate	USP1 inh	rTrxR1 inhibitor	PI4K2A inh	IDH1 R132H inh
21	COc1ccccc1C(=O)NCCC(=O)NCC1COc2ccccc2O1 (centres undefined)	-5%	2%	?	-7	-6%
22	Nc1ccccc1C(=O)NNc1ncc(C(F)(F)F)cc1Cl	17%[57.1 µM]	-6%	-2%[57.1 µM]	1	3%
23	CCOc1ccc(NC(=S)N2CCC(C(N)=O)CC2)cc1	-4%	-2%	-6%	1	0%
24	CS(=O)(=O)c1ccc(-n2c(=O)n(Cc3ccccc3)c(=O)c3[nH]cnc32)cc1	-1%	-19%	18%	0	11%
25	OC(CNCc1ccc(-c2ccccc2)cc1)c1ccccc1 (centres undefined)	2%	-14%	12%	0	0%
26	CCOC(=O)c1ccc(N2C(=O)CC(N3CCCC(C)C3)C2=O)cc1 (centres undefined)	-10%[57.1 µM]	-9%	?	5	2%
27	O=C(CNC(=O)c1cccs1)N/N=C/c1c(F)cccc1Cl	-4%	-1%	-1%	0	-3%
28	COc1ccc(CN(C)C(=O)c2cc(S(=O)(=O)NCc3ccccc3)ccc2C)c(OC)c1	-10%	-18%	-8%	-5	-3%
29	Cc1cccc(C(=O)Nc2sc3c(c2C#N)CCCCC3)c1	40%[activator]	0%	-16%	-15	5%
30	CCOC(=O)c1ccccc1NC(=O)N1CCCN(S(=O)(=O)c2ccc3c(ccn3CC)c2)CC1	-1%[57.1 µM]	-28%	2%[57.1 µM]	-2	-10%

entry	TRHR PAM	D2 antag	TRHR ag	D2 ag
21	-1	3	-0.6	-1.4
22	9	-9	0.4	2.5
23	-5	24	0.4	0.3
24	-5	3	0.7	-0.2
25	1	1	1.9	1.6
26	2	1	0.0	-0.3
27	1	31*	-0.3	0.1
28	1	-1	-0.2	0.7
29	5	-29	0.2	-0.7
30	-13	.	0.2	-0.2

The listing continues.
entry	SMILES	TrxR1 substrate	USP1 inh	rTrxR1 inhibitor	PI4K2A inh	IDH1 R132H inh
31	O=C1COc2ccc(C(=O)COC(=O)CNS(=O)(=O)c3cccc(F)c3)cc2N1	3%	-16%	7%	0	5%
32	CCC(C)(C)NC(=O)C1c2ccccc2Oc2ccccc21	5%	-1%	29%	5	1%
33	O=C(COc1ccccc1Cl)OCc1cc(=O)n2nc(C3CCCCC3)sc2n1	2%[57.1 µM]	-24%	16%[57.1 µM]	-2	-5%
34	O=c1ccc(=O)n(CCc2ccccn2)[nH]1	5%[57.1 µM]	1%	15%[57.1 µM]	4	2%
35	CSc1nc(N)n(-c2cc(C(F)(F)F)ccn2)n1	15%	-25%	12%[11.4 µM]	7	0%
36	NC(=O)c1cc(S(=O)(=O)N2CCOCC2)ccc1N1CCCC1	-11%	-12%	-7%	-3	-15%
37	Cc1onc(-c2ccccc2)c1C(=O)N/N=C/c1cccs1	?	-10%	-24%	8	16%
38	COCCn1c(SCC(=O)Nc2cc(C)nn2-c2ccccc2)nnc1-c1ccncc1	-17%[57.1 µM]	-17%	18%[57.1 µM]	0	4%
39	COc1cc(CNc2nnnn2C)ccc1OCc1ccc(F)cc1Cl	2%	-23%	17%	-1	11%
40	CC(=O)Nc1ccc(S(=O)(=O)NCC(=O)NC(C)c2ccc(S(N)(=O)=O)cc2)cc1 (centres undefined)	8%	-15%	14%	7	3%

entry	TRHR PAM	D2 antag	TRHR ag	D2 ag
31	0	26	0.1	-0.3
32	0	.	0.4	.
33	-6	.	-0.5	.
34	.	.	.	.
35	3	-4	0.3	-0.2
36	0	2	0.7	-0.1
37	-4	-49	-0.9	-0.9
38	-5	4	0.6	1.5
39	-5	23	-1.3	-0.6
40	-2	2	0.1	0.8

Assay outcomes deposited in PubChem by National Center for Advancing Translational Sciences (NCATS).
